Screening results: PubChem BioAssay, several laboratories
hgDAF-12 ag = H. glycines DAF-12 receptor agonists, primary screen, cell-based, luminescence, HEK293, GAL4 fusion, UAS-luciferase | 370,000 tested, 1.8% active | activation, % at 6.8 µM | HEK293 GAL4-hgDAF12 UAS-luciferase reporter, agonist luminescence; normalized to butyrate control | AID 687014, 2013 | Nuclear hormone receptor DAF-12 (Heterodera glycines), GAL4 fusion;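 active = activation above a cutoff set at the mean of all screened compounds plus 3 SD, cut at about 10% in these data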;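 also: 0% = DMSO wells and 100% = sodium butyrate wells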
FXN GAA850 act = FXN promoter activators, primary screen, cell-based, luciferase luminescence, HEK293 lucGAA850; HEK293 lucGAA850 FXN promoter luciferase reporter, 24 h; percent of 10 µM SAHA response; activation, % at 6 µM; 360,000 tested, 0.56% active;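 active = activation above the average of all compounds screened plus 3 SD, cutoff fixed separately per campaign, cut at about 7.5% in these data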;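 also: 0% = DMSO wells and 100% = 10 µM SAHA wells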
DAX1 inh-1 = DAX1 (NR0B1) inhibitors, primary screen, cell-based, HEK293, Gal4-DAX1, luciferase luminescence | Nuclear receptor subfamily 0 group B member 1 (Homo sapiens), P51843 | HEK293 Gal4-DAX1 luciferase reporter | inhibition, % at 6.75 µM | 340,000 tested, 0.99% active | AID 504766, 2011;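 active = inhibition above the mean over all tested compounds plus 3 SD, cut at about 4.2% in these data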;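 also: 0% = DAX1-transfected cells with DMSO and 100% = empty-vector control cells with DMSO; inhibition shows as a rise in luminescence from relieved DAX1 repression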
PLCb3 inh = human PLC-beta3 inhibitors, primary screen, biochemical, fluorescence | Purified PLC-beta3, fluorogenic substrate | inhibition, % at 12.2 µM | 370,000 tested, 0.18% active | AID 720704, 2013; in the data active = inhibition above about 11%;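 also: 0% = median of compound wells on plate and 100% = full blocker control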
sPLA2-III inh = human group III sPLA2 inhibitors, primary screen, biochemical, QFRET, BODIPY PC-A2 liposome substrate | Group 3 secretory phospholipase A2 (Homo sapiens), Q9NZ20 | QFRET BODIPY PC-A2 liposome hydrolysis, fluorescence | inhibition, % at 12.2 µM | 370,000 tested, 0.56% active | AID 743126, 2013;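 active = inhibition above mean plus 3 SD of compounds lying within the high and low control bounds, cut at about 19% in these data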;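 also: 0% = median of test compound wells and 100% = no enzyme DMSO wells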
Target sequence (Q9NZ20 whole entry, looked up): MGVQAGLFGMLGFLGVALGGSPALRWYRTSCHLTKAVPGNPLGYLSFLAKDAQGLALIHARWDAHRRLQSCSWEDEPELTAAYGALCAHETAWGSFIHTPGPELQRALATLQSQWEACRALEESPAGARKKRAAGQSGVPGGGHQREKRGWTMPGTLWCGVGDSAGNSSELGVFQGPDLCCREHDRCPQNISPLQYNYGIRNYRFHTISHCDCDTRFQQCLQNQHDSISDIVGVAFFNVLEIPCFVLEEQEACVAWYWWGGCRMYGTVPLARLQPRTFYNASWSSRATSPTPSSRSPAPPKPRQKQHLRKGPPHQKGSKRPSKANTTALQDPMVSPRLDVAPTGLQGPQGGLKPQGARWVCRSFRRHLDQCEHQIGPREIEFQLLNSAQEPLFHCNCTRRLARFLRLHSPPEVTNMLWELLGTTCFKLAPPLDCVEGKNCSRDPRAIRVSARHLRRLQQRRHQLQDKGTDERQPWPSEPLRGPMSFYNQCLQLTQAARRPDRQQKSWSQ
DAX1 inh-2 = DAX1 (NR0B1) inhibitors on StAR promoter, primary screen, cell-based, luminescence, SF-1 (NR5A1), full-length DAX-1; AID 652010, 2013; 370,000 tested, 1.1% active; inhibition, % at 6.8 µM; HEK293T StAR-luciferase reporter, SF-1/DAX-1 repression relief;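 active = inhibition above the mean over all tested compounds plus 3 SD, cut at about 3.6% in these data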;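 also: 0% = DAX-1 cells with DMSO and 100% = cells lacking DAX-1 with DMSO; higher inhibition means more luminescence from relief of DAX-1 repression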
Rev-erbA mod = modulators of Rev-erb alpha DNA binding, primary screen, biochemical, FITC-DNA, fluorescence polarization, uHTS; Rev-erbα–FITC-DNA binding, 90 min; activity, % at 10 µM; Nuclear receptor subfamily 1 group D member 1 (Homo sapiens), P20393; 370,000 tested, 0.79% active;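 active = activity above about 14%, limit read from the data; passing the limit was not always enough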;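 also: 0% = DMSO wells with 35 nM protein and 100% = DMSO wells with 750 nM protein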
Target sequence (P20393 whole entry, looked up): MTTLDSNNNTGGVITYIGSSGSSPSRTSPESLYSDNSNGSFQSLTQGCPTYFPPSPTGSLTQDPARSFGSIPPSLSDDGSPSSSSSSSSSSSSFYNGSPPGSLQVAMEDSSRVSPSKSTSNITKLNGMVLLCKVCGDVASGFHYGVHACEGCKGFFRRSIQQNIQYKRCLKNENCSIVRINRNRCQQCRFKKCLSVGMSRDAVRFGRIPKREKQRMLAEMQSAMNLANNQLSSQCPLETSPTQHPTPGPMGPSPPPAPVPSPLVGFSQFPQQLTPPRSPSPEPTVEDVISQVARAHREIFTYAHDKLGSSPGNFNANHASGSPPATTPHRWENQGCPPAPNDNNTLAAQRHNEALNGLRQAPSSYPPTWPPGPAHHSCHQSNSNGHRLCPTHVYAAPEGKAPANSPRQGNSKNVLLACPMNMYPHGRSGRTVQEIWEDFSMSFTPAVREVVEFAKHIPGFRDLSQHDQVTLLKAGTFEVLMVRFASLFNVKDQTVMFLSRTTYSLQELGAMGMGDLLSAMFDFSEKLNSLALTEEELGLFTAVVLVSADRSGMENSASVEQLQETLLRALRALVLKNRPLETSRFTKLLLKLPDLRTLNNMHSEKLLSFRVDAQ
PG9 binder = binders of HIV-1 gp120 antibody PG9, primary screen, biochemical, TR-FRET | HIV-1 gp120 / PG9 antibody interaction | TR-FRET gp120-PG9 antibody binding | inhibition, % at 6.7 µM | 360,000 tested, 0.43% active; in the data active = inhibition above about 8.5%
SMARCA2 act = SMARCA2 (BRM) function activators, primary screen, cell-based, luminescence, high throughput; MG213 cells, MMTV-luciferase reporter, dexamethasone, overnight; activation, % at 9.1 µM; 370,000 tested, 1% active; in the data active = activation above about 7.8%;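 also: 0% = vehicle wells and 100% = reference activator wells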
ssDAF12 agonist = S. stercoralis DAF-12 nuclear receptor activators, primary screen, cell-based, luminescence, HEK293, GRIP1 co-expression, lit1-tk-luc. Nuclear hormone receptor DAF-12 (Strongyloides stercoralis). HEK293 ssDAF-12/GRIP1 lit1-tk-luc reporter; % of 3 µM dafachronic acid response. activation, % at 6.8 µM. 370,000 tested, 1% active;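 active = activation above the mean over all tested compounds plus 3 SD, cut at about 0.9% in these data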;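 also: 0% = DMSO-only wells and 100% = 3 µM delta7-dafachronic acid wells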
hcDAF-12 act = H. contortus DAF-12 nuclear receptor activators, primary screen, cell-based, luminescence, HEK293, lit1-tk-luc reporter. HEK293 hcDAF-12 lit1-tk-luc reporter; 0% DMSO, 100% Δ7-dafachronic acid. activation, % at 6.8 µM. 370,000 tested, 1.4% active. AID 652067, 2013;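 active = activation above the mean of all tested compounds plus 3 SD, cut at about 5.5% in these data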;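 also: 100% = response to 3 µM Δ7-dafachronic acid high control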
Numbers without * were called inactive; i = inactive; / = no result given. An unsorted share of the library; overall some 7% were active at least once.

SMILES | hgDAF-12 ag | FXN GAA850 act | DAX1 inh-1 | PLCb3 inh | sPLA2-III inh | DAX1 inh-2 | Rev-erbA mod | PG9 binder | SMARCA2 act | ssDAF12 agonist | hcDAF-12 act
CC(=O)Nc1cc(-c2nn(C)c(=O)c3ccccc23)ccc1N1CCCCC1 | -1.6 | 2.1 | -0.7 | -8 | -2 | -0.3 | 2 | -0.2 | -2 | -1.5 | -1.0
CCCCOc1ccc(-c2nnn(C(C)C(=O)OCC)n2)cc1 (configuration not stated) | 1.5 | -1.1 | 0.2 | 0 | -6 | -0.5 | 1 | -0.7 | 0 | -1.2 | -1.6
CCOC(=O)Cc1csc(NC(=O)c2ccc(Br)o2)n1 | 0.8 | 0.2 | -0.7 | 1 | 8 | -0.4 | -7 | 0.5 | -2 | -1.1 | -1.1
O=C(CN1C(=O)NC2(CCCCCC2)C1=O)N1CCN(S(=O)(=O)c2ccccc2)CC1 | -1.0 | 1.6 | -0.5 | -6 | -1 | 1.4 | -1 | 0.0 | -2 | -2.1 | -1.9
CCCCCN(C(=O)CCC(=O)OCC(=O)c1c(C)cc(C)cc1C)c1c(N)n(CCCC)c(=O)[nH]c1=O | 2.5 | -1.1 | -1.5 | -3 | -2 | 1.5 | 3 | 0.1 | -1 | -1.5 | -1.0
COc1cccc(C2C=C(Nc3ccccc3)C(=O)N2c2ccccc2)c1 (configuration not stated) | 1.8 | -0.9 | 0.5 | -206 | -35 | -0.3 | 2 | -2.3 | 3 | -1.9 | -0.6
Cc1ccc(-c2nc3cc(N)ccc3o2)cc1 | 13* | 0.0 | -0.7 | i | -7 | 3.6* | -3 | 1.9 | -1 | 0.8 | 9.8*
O=C(CC1(O)C(=O)N(Cc2cccc3ccccc23)c2ccccc21)c1cccnc1 (configuration not stated) | -0.1 | -0.1 | -1.9 | 2 | 0 | -0.5 | -4 | -2.1 | -2 | -1.1 | -2.2
O=C(Nc1ccccc1)N1CC=C(c2ccc(F)cc2)CC1 | 6.2 | 4.7 | 1.6 | -1 | -4 | 0.4 | -3 | -1.6 | 8 | -0.1 | 1.6
COc1cc(NC(=O)CN(C)S(=O)(=O)c2ccc3c(c2)CCC(=O)N3)cc(OC)c1 | -0.1 | 1.6 | 3.0 | -2 | -6 | -0.7 | -8 | -0.4 | 0 | -1.6 | -1.1
COc1ccc(N2CCN(C(=O)c3cc4c(-c5ccc(Cl)cc5)nn(C)c4s3)CC2)cc1 | -3.1 | 0.9 | 1.6 | -2 | 2 | -0.4 | -4 | 1.1 | -1 | 0.0 | 6.0*
O=C(O)C1CCCN1C(=O)OCc1ccccc1 (configuration not stated) | -0.9 | -1.2 | -0.7 | 3 | 1 | -0.3 | 2 | 0.7 | -1 | -1.2 | -0.3
Cc1ccc(-c2nnc(SCC(=O)Nc3nccs3)n2N)cc1 | 0.8 | 1.8 | 3.5 | 0 | -1 | 0.2 | 0 | 0.8 | -4 | -1.0 | 1.0
Cc1ccc(C(NC(N)=O)c2ccccc2)cc1 (configuration not stated) | -2.7 | -0.4 | 0.4 | 4 | 3 | 0.0 | 5 | 2.7 | -5 | -1.0 | -0.6
Cc1cccc2c1N(C(=O)CN1C(=O)c3ccccc3C1=O)C(C)(C)c1ssc(=S)c1-2 | -1.2 | 0.7 | 0.3 | -1 | 6 | -0.3 | 7 | -0.6 | 0 | -1.1 | -1.7
COc1ccc2c(c1)c(=O)c(C(=O)c1ccc(Cl)cc1)cn2CC(=O)Nc1ccc(F)cc1 | 0.7 | -0.2 | -1.0 | -11 | -2 | 0.2 | 9 | 4.1 | 6 | -0.5 | -1.0
c1ccc(-c2c[n+]3c(n2-c2ccccc2)SCC3)cc1 | -1.6 | -1.3 | / | -4 | 4 | -1.2 | -2 | -1.0 | -7 | -1.5 | -1.5
O=C(NNC(=O)c1cc2ccccc2o1)c1ccncc1 | -3.2 | 0.0 | 0.8 | -1 | -2 | -0.9 | -2 | -0.8 | -2 | -1.0 | -0.5
Cc1ccc(NC(=S)NNc2ccc(C(=O)O)cc2[N+](=O)[O-])cc1C | 3.2 | 2.3 | 1.2 | -9 | 1 | 0.2 | -4 | -7.8 | 2 | -1.1 | -1.4
O=C1CCCCC1Sc1ccc(Cl)cc1[N+](=O)[O-] (configuration not stated) | 2.3 | 1.2 | -0.3 | -18 | -5 | -0.4 | -2 | -0.7 | -3 | -1.0 | 3.1

Part of the list above in a different format.
> Cc1ccc(C(NC(N)=O)c2ccccc2)cc1 (configuration not stated)
  hgDAF-12 ag: -2.7
  FXN GAA850 act: -0.4
  DAX1 inh-1: 0.4
  PLCb3 inh: 4
  sPLA2-III inh: 3
  DAX1 inh-2: 0.0
  Rev-erbA mod: 5
  PG9 binder: 2.7
  SMARCA2 act: -5
  ssDAF12 agonist: -1.0
  hcDAF-12 act: -0.6

> Cc1cccc2c1N(C(=O)CN1C(=O)c3ccccc3C1=O)C(C)(C)c1ssc(=S)c1-2
  hgDAF-12 ag: -1.2
  FXN GAA850 act: 0.7
  DAX1 inh-1: 0.3
  PLCb3 inh: -1
  sPLA2-III inh: 6
  DAX1 inh-2: -0.3
  Rev-erbA mod: 7
  PG9 binder: -0.6
  SMARCA2 act: 0
  ssDAF12 agonist: -1.1
  hcDAF-12 act: -1.7

Continuation:
SMILES | hgDAF-12 ag | FXN GAA850 act | DAX1 inh-1 | PLCb3 inh | sPLA2-III inh | DAX1 inh-2 | Rev-erbA mod | PG9 binder | SMARCA2 act | ssDAF12 agonist | hcDAF-12 act
O=C(CCCCCN1C(=O)c2cccc3cccc(c23)C1=O)NC1CCS(=O)(=O)C1 (configuration not stated) | 2.4 | 3.9 | -0.1 | -30 | 5 | -0.7 | 2 | 0.2 | 4 | -1.6 | -2.6
COc1ccc(-c2ccc(N)[n+](CCCC(=O)O)n2)cc1 | 0.8 | 0.7 | 0.3 | -9 | -1 | 1.1 | 8 | -1.4 | -3 | -1.0 | -1.4
CCOC(=O)c1c(NCCN(C)C)c2ccccc2[nH]c1=O | 3.1 | -1.1 | 3.7 | -5 | -2 | -0.1 | 3 | -0.6 | 4 | -1.1 | -3.1
COCCn1c(C)c(C(=O)O)sc1=S | 3.1 | -0.9 | 0.7 | 3 | 2 | -0.1 | 0 | -1.7 | 0 | -0.9 | -0.3
Cc1ccc([N+](=O)[O-])c(NC2OC(CO)C(O)C2O)c1 (configuration not stated) | 2.7 | 0.8 | 0.6 | 3 | 3 | -1.2 | 3 | -0.8 | -4 | -1.9 | 2.9
COC(=O)C1CCN(C(=O)Cn2nnc(-c3ccccc3)n2)CC1 | 1.9 | 0.4 | 0.6 | 0 | 4 | -0.4 | 3 | 0.3 | 2 | -1.3 | -0.2
CC(NC(=O)COC(=O)/C=C/c1ccco1)c1ccccc1 (configuration not stated) | -2.3 | 0.2 | 0.2 | -1 | 1 | -0.2 | 0 | -3.0 | -1 | -1.0 | -1.2
Cc1csc(NC(=O)CCCNC(=O)c2ccc(Cl)cc2)n1 | -1.0 | 0.3 | 2.3 | -3 | -2 | 0.5 | 6 | -2.7 | 4 | -0.4 | -0.6
COC(=O)c1ccc(NC(=O)CN2CCN(c3ccccn3)CC2)cc1 | 0.4 | -0.4 | -0.7 | -87 | 10 | -0.7 | 4 | -3.5 | -4 | -1.3 | -0.9
CSCc1ccc(C(=O)NC2CC(C)(C)Cc3c2cnn3-c2ccc(F)cc2)o1 (configuration not stated) | -1.0 | 3.1 | -0.4 | -8 | 6 | 0.1 | -7 | -3.9 | -5 | -1.5 | -1.6
O=Cc1ccc(-c2cc(Cl)ccc2Cl)[nH]1 | -0.5 | -3.0 | -0.4 | -1 | 3 | -0.2 | -3 | -0.5 | -3 | -1.1 | -1.2
Cc1cc(-n2cnnn2)cc(C)c1S(=O)(=O)NCCOc1ccccc1 | -3.7 | 0.0 | -0.1 | -2 | -3 | -0.1 | 0 | -0.9 | 4 | -1.2 | 3.7
COc1ccc(N2C(=NC(=O)C3CCCCC3)SC3CS(=O)(=O)CC32)cc1 (configuration not stated) | 2.1 | -2.4 | 0.5 | -4 | -2 | -0.5 | 9 | -3.0 | -3 | -1.2 | 2.3
CCOC(=O)c1ccc(N/C=C\C(=O)c2cccc(OC)c2)cc1 | 0.3 | 4.5 | -2.0 | -11 | -24 | 0.7 | 27* | 2.2 | 1 | -0.9 | 3.6
CCCCC/C=N\NC(=O)Cc1ccc([N+](=O)[O-])cc1 | -3.1 | -0.6 | -0.1 | 1 | -24 | -0.3 | -1 | -1.1 | 0 | -1.2 | -2.6
COCCNC(=O)C1(C)CCCN(C(=O)c2cc(C)oc2C)C1 (configuration not stated) | -3.9 | 0.5 | / | 0 | 2 | -0.3 | 2 | 0.2 | -3 | -0.7 | -1.2
N[C@H](CSCc1ccccc1)C(=O)Nc1ccc([N+](=O)[O-])cc1 | 2.6 | 1.7 | 0.4 | -2 | 1 | -0.3 | 0 | 0.5 | -2 | -1.1 | -1.3
CCOC(=O)c1c(NC(=S)NCC2CCCO2)sc(C)c1C (configuration not stated) | 3.8 | 2.9 | -0.2 | 1 | 4 | 0.0 | 5 | -3.0 | 0 | -0.4 | -0.8
Cn1c(=O)c2c(SCC(=O)N3CCCC3)nc(CC(C)(C)C)nc2n(C)c1=O | -1.5 | 0.5 | -0.2 | -6 | 5 | 0.1 | 1 | -2.6 | -2 | -1.2 | -0.4
CCC[C@H]1[C@@H](OC(=O)NCc2cccnc2)CC[C@@]23CCCN2C(=O)CCC[C@@H]13 | -0.9 | / | / | 3 | 6 | / | -5 | / | / | -0.4 | -2.6
Cc1cc(NC(=O)CCOc2ccc(F)cc2)no1 | 0.9 | 1.2 | 2.8 | 2 | -3 | 0.2 | 7 | -0.1 | -3 | -0.8 | 2.1
COc1ccccc1N1CCN(C(=O)NC23CC4CC(CC(C4)C2)C3)CC1 | -2.4 | 3.9 | 0.3 | 0 | 7 | 0.2 | 7 | -0.3 | 1 | -1.9 | -1.8
Fc1cccc(NC(=S)NCc2ccccn2)c1 | 4.4 | 7.0 | 0.5 | -1 | 6 | 0.7 | -4 | -5.5 | 2 | -1.6 | 1.4
Cc1c(NC(=O)C2(C)CCCCC2)c(=O)n(-c2ccccc2)n1C | 1.5 | -1.1 | 1.8 | 3 | 7 | 0.6 | -2 | 0.5 | -2 | -1.2 | -1.3
